# Assay outcomes: PubChem BioAssay, National Center for Advancing Translational Sciences (NCATS)
# aSyn yeast rescue – qHTS of alpha-syn Inhibitors: NCGC Sytravon Library Screen. S. cerevisiae alpha-synuclein toxicity rescue, BacTiter-Glo growth, 24 h. Potency, µM (titrated, usually from 46.1 µM), without a hit: at the top dose growth rescue (activation), usual class: activators. 94,000 tested, 0.02% active; active = well fitted activation curve with a large enough effect; inconclusive = small, poorly fitted or top-dose-only effect; also: 0% is about no effect
#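 Growth restoration measured by BacTiter-Glo luminescence after 24 hr at 30 deg C; alpha-synuclein yeast, raffinose-pregrown to mid-log, were added at OD600=0.02 in galactose medium onto pinned compounds.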
# Numbers without * were called inactive; ? = inconclusive; & = joins results of further samples. Potency is read from the fitted curve at half-maximal effect.
entry	SMILES	aSyn yeast rescue
1	N#C/C(=C(/O)c1cccc(F)c1)c1nc2ccccc2s1	-13%
2	CCOCCCn1c(SCC(=O)Nc2ccc(OC)cc2OC)nc2ccccc2c1=O	2%
3	COc1ccc(-c2[nH]ncc2CN2CCC(C(=O)c3ccc(F)cc3)CC2)cc1	-3%
4	Cc1ccc(NC(=O)Nc2nnc(N(C)Cc3ccccc3)s2)cc1	-5%
5	O=C(c1ccc(F)cc1)c1cnc(Nc2ccccc2)s1	-4%
6	CCN1CCN(c2ncc3c(n2)CCN(Cc2ccc(Br)s2)C3)CC1	8%
7	O=C(COc1ccc([N+](=O)[O-])cc1)Nn1cnnc1	-15%
8	Cn1ncc2c(NCc3cccc(Cl)c3)ncnc21	-12%
9	Cc1cc(C)c(S(=O)(=O)NCCc2sc3nc(-c4ccc(F)cc4)nn3c2C)c(C)c1	?
10	CN(C)c1ccc(-c2noc(C3CC(=O)N(c4ccc5c(c4)OCCO5)C3)n2)cc1 (stereo not given)	5%
11	C=Cn1cc(CNC[C@H]2O[C@@H](n3ccc(N)nc3=O)[C@H](O)[C@@H]2O)c(C)n1	-1%
12	COc1ccc(CNS(=O)(=O)c2cc3c4c(c2)CCN4C(=O)CC3)cc1	-12%
13	C#CCOC(=O)CCCN1C(=O)c2cccc3cccc(c23)C1=O	6%
14	Cc1ccc([C@H]2C[C@@H](n3cc(C4CC4)nn3)[C@H](O)CN2Cc2cccs2)cc1	4%
15	CCN(CC)CCCNC(=O)c1cc(-c2ccc3c(c2)OCO3)on1	0%
16	Cc1nn(C(=O)c2cccc(F)c2)c(C)c1S(=O)(=O)N1CCCCCC1	0%
17	Cc1cn(C)c(CC(=O)NCc2ccc(F)cc2)c1C(=O)O	0%
18	CC1(C)Cc2ccccc2-c2nc(NCCCO)[nH]c(=O)c21	-2%
19	CCN(CC(=O)Nc1ccc(S(=O)(=O)N2CCCC2)cc1)Cc1ccccc1	1%
20	CCOc1ccc(NC(=O)CC2C(=O)N(c3ccc(C)cc3)C(=O)N2Cc2ccc(OC)cc2)cc1 (stereo not given)	-3%
21	O=C(Nc1ccc2ncccc2c1)Nc1ccc2ncccc2c1	-7%
22	COc1cc(NC2c3ccccc3C(=O)N2Cc2ccc3c(c2)OCO3)cc(OC)c1 (stereo not given)	6%
23	CCCOc1ccc(CNC(=O)c2oc3ccc4c(c3c2C)C(=O)CC(C)(CC)O4)cc1 (stereo not given)	8%
24	Cc1ccc(CN2C(=O)CC(c3ccc(Cl)cc3)c3c(C)nn(-c4nc(C)cc(C)n4)c32)cc1 (stereo not given)	?
25	CCOC(=O)c1ccc(CN(Cc2ccccc2)S(=O)(=O)c2ccc(Cl)cc2)cc1	-2%
26	COc1ccccc1NC(=O)C1C2C=CC3(CN(Cc4cccnc4)C(=O)C13)O2 (stereo not given)	3%
27	CCOC(=O)c1[nH]c2ccccc2c1NC(=O)c1cc(OC)cc(OC)c1	9%
28	CCCC(C)NC(=O)CSc1nnc2ccccn12 (stereo not given)	-8%
29	Cc1cc(C)cc(NC(=O)Cn2nnc(C(=O)NCc3ccccc3Cl)c2N)c1	0%
30	COc1ccc(NC(=O)CSc2c3c(nc4ccccc24)CCC3)cc1Cl	-13%
31	COc1ccccc1NC(=O)OC(C)c1ccc(Cl)cc1 (stereo not given)	-6%
32	CCCOc1ccc(C2c3c(-c4ccccc4O)n[nH]c3C(=O)N2Cc2ccncc2)cc1OCC (stereo not given)	-2%
33	COc1ccc(-n2c(=O)c3c4c(sc3n(Cc3ccc(F)cc3)c2=O)CN(C(C)=O)CC4)c(OC)c1	-3%
34	COC(=O)C1C(=O)OC(C)(C)C1C(C)C(=O)c1ccc(C)cc1C (stereo not given)	-4%
35	Cc1ccc(-c2cnc(C3CC3)o2)cc1S(=O)(=O)Nc1cccc(C#N)c1	-15%
36	Cc1ccc2cccc(NC(=O)c3ccc(-c4cc(Cl)ccc4Cl)o3)c2n1	3%
37	O=C(CSC1=NS(=O)(=O)c2ccccc2N1)c1ccccc1	-5%
38	Cc1ccc(NC(=O)CSc2nc3[nH]ncc3c(=O)[nH]2)cc1Cl	9%
39	O=S(=O)(NCC(c1ccco1)S(=O)(=O)c1cccs1)c1ccccc1 (stereo not given)	-7%
40	Cc1ccc(-c2noc(CN(C)C(=O)c3ccoc3C)n2)cc1	1%
41	COc1ccc(N=Cc2c(O)c3ccccc3n2C(C)=O)cc1	-19%
42	Cc1cc(NC(=O)CN2C(=O)CSc3ccc(S(=O)(=O)N(C)C)cc32)ccc1Br	2%
43	COc1ccc(/C=N/Nc2cc(C)nc(N3CCOCC3)n2)c(OC)c1	-2%
44	COC(=O)CNc1nc(Cl)nc(N2CCC(C)CC2)n1	1%
45	COc1ccc(CNC(=O)c2ccc3c(c2)N(Cc2cccc(Cl)c2)C(=O)c2ccccc2S3)c(OC)c1	8%
46	Cn1cc(CN2CCCC(CO)(Cc3ccccc3)C2)c2ccccc21 (stereo not given)	1%
47	O=S(=O)(NCC(c1ccco1)S(=O)(=O)c1ccccc1)c1cc(F)ccc1F (stereo not given)	-9%
48	Cc1cc(C)cc(C(=O)NCCc2sc(-c3ccc(F)cc3)nc2C)c1	-5%
49	Cc1ccccc1OCc1nnc(SC(C)C(=O)O)n1-c1ccccc1 (stereo not given)	6%
50	Cc1ccc(C(c2sc3nc(-c4ccco4)nn3c2O)N2CCN(c3ccc(F)cc3)CC2)cc1 (stereo not given)	-4%
51	CCCN1Cc2cccc(C(=O)Nc3ccc(C(C)=O)cc3)c2C1=O	4%
52	O=C(O)CN1C(=O)C(=O)N(Cc2cccc(F)c2)C1=O	3%
53	COc1ccccc1CNC(=O)C(=O)NCC1OCCN1S(=O)(=O)c1ccc2c(c1)OCCO2 (stereo not given)	4%
54	COc1ccc(CCNC(=O)Cn2cc(S(=O)(=O)Cc3ccccc3Cl)c3ccccc32)cc1OC	-2%
55	CCOC(=O)N1CCc2c(sc(NCc3ccc(N(C)C)cc3)c2C(=O)Nc2ccc(OC)cc2)C1	-10%
56	CC(=O)Nc1ccc(OCc2cn(CC(=O)c3ccc(O)cc3)nn2)cc1	-13%
57	CC(C)Cc1nnc(NC(=O)CN2C(=O)c3ccccc3C2=O)s1	0%
58	CCN1CCN(Cc2ccc(NC(=O)c3ccc(C)c(NC(=O)c4ccno4)c3)cc2C(F)(F)F)CC1	-6%
59	O=C(CSC1=Nc2ccccc2C2=NC(CCC(=O)NC3CCCCC3)C(=O)N12)Nc1cccc(Cl)c1 (stereo not given)	-3%
60	COc1ccc(CNC(=O)CN(c2ccccc2)S(=O)(=O)N(C)C)cc1	-10%

# Other results follow:
entry	SMILES	aSyn yeast rescue
61	CC(=O)N1c2c(cc(Br)cc2S(=O)(=O)NCc2ccccc2Cl)CC1C (stereo not given)	-9%
62	CCc1ccc(NC(=O)Cn2cnc3nc4c(cc3c2=O)CCCC4)cc1	7%
63	CN1CCN(c2ncc3c(n2)CCN(Cc2ccccc2Cl)C3)CC1	7%
64	Cc1ccc2oc3c(c(=O)c2c1)C(c1ccc(O)cc1)N(CCCN(C)C)C3=O (stereo not given)	2%
65	Cc1ccc(Cl)cc1N1CCN(CCCNC(=O)C2COc3ccccc3C2)CC1 (stereo not given)	6%
66	CCOC(=O)c1ccc(CN(Cc2ccc(F)cc2)S(=O)(=O)c2ccc(F)cc2)cc1	4%
67	Cc1ccc(-n2c(=O)c3c4c(sc3n(Cc3ccccc3C)c2=O)CCC4)cc1C	7%
68	COc1ccccc1-c1noc(CSc2nc(N)cc(=O)[nH]2)n1	-6%
69	CCCSCCCNC(=O)c1cc2n(n1)CCCN(Cc1ccc(C)cc1)C2=O	-3%
70	Cc1nc2sc(C(c3ccccc3)N3CCN(CCO)CC3)c(O)n2n1 (stereo not given)	1%
71	O=C(NC1CC1)c1ccc(Cn2c(SCc3ccc(F)cc3)nc3cccnc32)cc1	-8%
72	COc1ccc(Br)cc1C1CC(=O)N2CN(C)CSC2=C1C#N (stereo not given)	?
73	Cc1ccc(CNC(=O)C(CC(C)C)N2Cc3ccccc3C2=O)cc1 (stereo not given)	-4%
74	Cc1ccc(S(=O)(=O)NC(C)(C)CN2CCc3ccccc3C2)cc1	2%
75	Cc1ccc2nc(SCC(=O)N3CCC(Cc4ccccc4)CC3)nc(=O)n2c1	-2%
76	Cc1cccc2nc(-c3ccco3)c(Nc3ccc4c(c3)OCO4)n12	-4%&-12%
77	CNC(=O)NC(=O)Cn1nc2n(c1=O)-c1ccccc1SC2	-5%
78	Cc1nn(CCCC(=O)Nc2nccs2)c(C)c1[N+](=O)[O-]	-6%
79	O=C(Cc1ccc(S(=O)(=O)N2CCCC2)s1)N1CCN(c2ccccc2)CC1	3%
80	O=C(OCc1ccc([N+](=O)[O-])cc1)c1ccccn1	5%

# Random excerpt: 5 compounds from above.
entry	SMILES	aSyn yeast rescue
65	Cc1ccc(Cl)cc1N1CCN(CCCNC(=O)C2COc3ccccc3C2)CC1 (stereo not given)	6%
64	Cc1ccc2oc3c(c(=O)c2c1)C(c1ccc(O)cc1)N(CCCN(C)C)C3=O (stereo not given)	2%
76	Cc1cccc2nc(-c3ccco3)c(Nc3ccc4c(c3)OCO4)n12	-4%&-12%
80	O=C(OCc1ccc([N+](=O)[O-])cc1)c1ccccn1	5%
61	CC(=O)N1c2c(cc(Br)cc2S(=O)(=O)NCc2ccccc2Cl)CC1C (stereo not given)	-9%

# The list continues.
entry	SMILES	aSyn yeast rescue
81	COc1ccc(C(=O)NCC(c2ccco2)N2CCc3ccccc3C2)c(OC)c1 (stereo not given)	-4%
82	Cc1nnc(SCC(=O)NNC(=O)c2ccc(Cl)cc2)s1	-5%
83	CCOC(=O)c1ccc(N=c2sc(C(=O)OC)cc(=O)n2CCCN2CCOCC2)cc1	3%&2%
84	CCOC(=O)c1cnc2c(C)c(Cl)ccc2c1NCCc1ccc(OC)c(OC)c1	14%
85	N#Cc1cnn2c(=O)[nH]cnc12	-12%
86	O=C(COc1ccccc1)NCc1ccc2c(c1)CCN2C(=O)c1ccc(F)cc1	7%
87	COc1ccc(CCNC(=O)CCc2c(C)nc3c(c(C)nn3-c3ccc(C)c(C)c3)c2C)c(OC)c1OC	4%
88	Cc1ccc(N(C)C(=O)Cn2cnc3onc(-c4ccc(F)cc4)c3c2=O)cc1C	16%
89	CC(NC(=O)C(=O)Nc1c2c(nn1-c1ccc(F)cc1)CSC2)c1ccccc1 (stereo not given)	3%
90	Nc1nc(SCC(=O)NCC2CCCO2)[nH]c(=O)c1NC(=O)c1ccco1 (stereo not given)	0%
91	COc1ccc(Cn2ccc3nc(C)c(C(=O)N4CCN(c5ccc(OC)cc5)CC4)cc3c2=O)cc1	1%
92	CC(C)(C)/C(O)=C/c1nc2ccccc2[nH]c1=O	8%
93	CC(=O)c1ccc(NC(=O)c2nc3ccccc3n(C)c2=O)cc1	0%
94	COc1ccc(-c2nc(CS(=O)CC(=O)NCc3ccccc3Cl)c(C)o2)cc1OC (stereo not given)	8%
95	O=C(Nc1c(-c2ccccc2)nc2ccccn12)c1ccc(Br)cc1	2%
96	COc1ccc(-c2cc(C(F)(F)F)nc(NCc3ccc(F)cc3)n2)cc1	-5%
97	CCCc1cc(=O)n2[nH]c(C)c(-c3ccc(Cl)cc3)c2n1	9%
98	COc1ccc(N2CCN(C3(c4ccccc4)C(=O)c4ccccc4C3=O)CC2)cc1	-8%
99	CCOc1ccc(-c2nc3c(C#N)c[nH]n3c2NC2CCCC2)cc1	3%
100	Cc1ccc(OCCCC(=O)N2CCN(S(=O)(=O)c3cccc(F)c3)CC2)cc1	0%
101	CCC(=O)Oc1ccc(NC(=O)c2ccc(S(=O)(=O)N3CCCC3)cc2)cc1	1%
102	COc1ccc(C(=O)N(Cc2ccc(N(C)C)cc2)Cc2ccco2)cc1Cl	0%
103	COc1cccc(-n2c(=O)c3c(C)c(C)sc3n(CC(=O)Nc3ccccc3OC)c2=O)c1	1%
104	CCN(C(=S)Nc1cccc2ccccc12)c1ccccc1	0%
105	O=C(CCC(=O)N1CCOc2ccccc21)NCc1cccs1	4%
106	CCc1ccc2oc(-c3ccc(C)c(NC(=O)/C=C/c4ccco4)c3)nc2c1	5%
107	COc1ccc(N2CCN(CCCNC(=O)c3cc(Nc4ccc(OC)cc4OC)nc4ccccc34)CC2)cc1	3%
108	CCOC(=O)C(=O)Nc1c(C(=O)Nc2cccc(F)c2)oc2ccccc12	-3%
109	Cc1cccc(N2CCN(c3ncnc4c3nc3n4CCCCC3)CC2C)c1 (stereo not given)	-1%
110	O=C(CSc1nc2ccccc2n1Cc1c(F)cccc1Cl)N1CCN(c2ccc(F)cc2)CC1	-13%
111	CC(C)(C)c1ccc2c(c1)OC(C(=O)N/N=C\c1ccc(-c3cccc(C(=O)O)c3)o1)CO2 (stereo not given)	1%
112	Cc1cc(C)c(N(C(=O)CN2C(=O)c3ccccc3S2(=O)=O)C(C(=O)NCC2CCCO2)c2ccc(F)cc2)c(C)c1 (stereo not given)	5%
113	NS(=O)(=O)c1ccc(CCNC(=O)c2cc(S(=O)(=O)N3CCCCC3)ccc2Cl)cc1	-4%
114	Cc1ccc2oc(-c3cc(NC(=O)Cc4ccccc4)ccc3Cl)nc2c1	9%

# Seven entries out of the list, arranged by SMILES length, ascending.
entry	SMILES	aSyn yeast rescue
104	CCN(C(=S)Nc1cccc2ccccc12)c1ccccc1	0%
105	O=C(CCC(=O)N1CCOc2ccccc21)NCc1cccs1	4%
68	COc1ccccc1-c1noc(CSc2nc(N)cc(=O)[nH]2)n1	-6%
6	CCN1CCN(c2ncc3c(n2)CCN(Cc2ccc(Br)s2)C3)CC1	8%
56	CC(=O)Nc1ccc(OCc2cn(CC(=O)c3ccc(O)cc3)nn2)cc1	-13%
96	COc1ccc(-c2cc(C(F)(F)F)nc(NCc3ccc(F)cc3)n2)cc1	-5%
20	CCOc1ccc(NC(=O)CC2C(=O)N(c3ccc(C)cc3)C(=O)N2Cc2ccc(OC)cc2)cc1 (stereo not given)	-3%

# A portion of the library; rates above refer to the full screens.
